HUVEC tox IL1B = HUVEC cytotoxicity counter-screen, IL-1B stimulated. cell count reduction, % at 2 µM. hit rate 0.41% among 94,000. HUVEC cell count loss, Hoechst imaging;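 active = cell count reduction more than 3 SD above the screen-wide mean, cut at about 70% in these data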;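 also: normalized per plate to untreated control cells as the no-loss baseline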
LYP inh 2 = blocks human PTPN22 phosphatase activity. recombinant LYP catalytic domain, DiFMUP fluorescence. inhibition, % at 2 µM. hit rate 0.21% among 96,000;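 active = inhibition at 2 µM at or above a set limit, the screen mean plus 3 SD, cut at about 24% in these data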;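 also: 0% = DMSO with enzyme and 100% = enzyme fully blocked by orthovanadate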
Candida biofilm = kills Candida albicans biofilms | C. albicans biofilm + clotrimazole, Alamar Blue | inhibition, % at 6 µM | hit rate 0.14% among 85,000;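 active = inhibition above 20%; inactive = inhibition below 20%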;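 also: preformed 24 hr biofilms exposed to compound for 48 hr; 0% = biofilm without compound and 100% = blank killed by clotrimazole plus chlorhexidine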
DAT uptake mod = human DAT dopamine uptake with cocaine, either direction. LLC-PK1 hDAT cells, [14C]-dopamine uptake with cocaine IC80; actives deviate in either direction. B-score at 10 µM. hit rate 1.3% among 110,000. AID 449768;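 active = Z score or B-score, a plate-position-corrected score, falls beyond the plate's 99.7% confidence bounds, in either direction; inactive = both scores lie inside the 99.7% bounds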;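 also: scored against the spread of the other compound wells on the same plate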
Target sequence (Q01959 whole entry, looked up): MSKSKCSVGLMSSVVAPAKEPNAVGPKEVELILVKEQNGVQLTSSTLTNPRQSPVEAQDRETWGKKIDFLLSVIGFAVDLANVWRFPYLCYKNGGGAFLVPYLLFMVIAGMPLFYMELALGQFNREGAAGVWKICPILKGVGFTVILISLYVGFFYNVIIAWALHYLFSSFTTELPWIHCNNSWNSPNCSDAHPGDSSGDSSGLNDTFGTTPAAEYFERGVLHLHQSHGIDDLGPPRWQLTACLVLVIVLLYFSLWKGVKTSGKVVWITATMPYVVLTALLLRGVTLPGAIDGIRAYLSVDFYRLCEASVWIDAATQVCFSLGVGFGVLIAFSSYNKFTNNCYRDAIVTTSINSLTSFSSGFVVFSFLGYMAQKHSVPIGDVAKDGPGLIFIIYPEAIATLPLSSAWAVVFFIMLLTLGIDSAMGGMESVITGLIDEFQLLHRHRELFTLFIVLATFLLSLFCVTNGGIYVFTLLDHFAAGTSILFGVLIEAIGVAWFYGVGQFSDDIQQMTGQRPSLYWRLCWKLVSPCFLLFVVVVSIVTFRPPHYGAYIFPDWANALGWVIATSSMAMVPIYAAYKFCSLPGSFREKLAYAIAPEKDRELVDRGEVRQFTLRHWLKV
Smad3 FoxH1 inh = inhibitors of human Smad3 transcription factor binding. P84022. TR-FRET Smad3/Dy647-FoxH1 peptide binding, europium anti-His. inhibition, % at 25 µM. hit rate 0.29% among 88,000. AID 630;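 active = compounds that reduce the energy-transfer binding signal between the protein and its labelled peptide by more than half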;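 also: 0% = Smad3 plus labelled peptide maximal FRET and 100% = peptide-only background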
* = called active by the depositor; x = not tested or not shown; [ ] = another dose, or the depositor's remark.

1	Cc1cc(Nc2ccc(F)c(Cl)c2)n2ncnc2n1
2	COc1ccc(-n2ncc3c(N4CCCCC4)ncnc32)cc1
3	Cc1c(C(=O)N2CCCc3ccccc32)sc2nc(-c3ccccc3)cn12
4	c1ccc2c(c1)OCC(CNc1ncnc3nc[nH]c13)O2 (centres undefined)
5	CCOC(=O)N1CCC(N2C(=O)c3ccc(C(=O)NCc4ccc(F)cc4)cc3C2=O)CC1
6	O=C(CCNc1cccc(Cl)c1)c1ccco1
7	CCOc1cccc(NC(=O)c2ccc(S(=O)(=O)N3CCCC3)cc2)c1
8	CCc1ccccc1-n1c(-c2ccncc2)n[nH]c1=S
assay / entry | 1 | 2 | 3 | 4 | 5 | 6 | 7 | 8
HUVEC tox IL1B | x | x | x | x | x | x | x | x
LYP inh 2 | x | x | x | x | x | x | x | x
Candida biofilm | 8 | -2 | -8 | 7 | 8 | 5 | 5 | 10
DAT uptake mod | -0.34 | 1.6 | 0.49 | -0.045 | 0.52 | -0.89 | 0.81 | -0.029
Smad3 FoxH1 inh | 5 | -17 | -3 | 1 | -1[fluorescence artefact?] | 8[fluorescence artefact?] | 8 | 8

9	CCOC(=O)C1CCCN(Cc2nc(N)nc(Nc3ccccc3OC)n2)C1 (centres undefined)
10	COc1ccc(OC)c2c1CC(C)(C)NC2=O
11	O=C(Nc1ccc(NC(=O)c2ccco2)nc1)c1ccccn1
12	CCn1c(SCC(=O)N2CCCc3ccccc32)nc2c(c1=O)SC(C)C2 (centres undefined)
13	N#Cc1cc2ccccc2nc1SCc1cccnc1
14	O=C(CSc1nnc(COc2ccccc2)n1-c1ccccc1)c1cccs1
15	CCOC(=O)N1CCC(NC(=O)CN2C(=O)CSc3ncccc32)CC1
16	CCCCOC(=O)c1[nH]c2c(c1C)C(=O)CC(c1cc(OC)c(OC)c(OC)c1)C2 (centres undefined)
assay / entry | 9 | 10 | 11 | 12 | 13 | 14 | 15 | 16
HUVEC tox IL1B | x | x | x | x | x | x | x | x
LYP inh 2 | x | x | x | x | x | x | x | x
Candida biofilm | 1 | 12 | 4 | 10 | 8 | -3 | -8 | 7
DAT uptake mod | -0.5 | -0.54 | 0.21 | 0.29 | -0.49 | 0.98 | -0.34 | 1.2
Smad3 FoxH1 inh | 7 | 6 | 10 | -1 | 4 | -4 | 1 | 2

17	COC(=O)c1c(-c2cccc(OC)c2)csc1N
18	O=C(CCN1C(=O)c2ccccc2C1=O)Nc1ccc(F)cc1F
19	CC(CCc1ccccc1)NC(=O)C1CCN(c2nnc(-n3cccc3)s2)CC1 (centres undefined)
20	COc1cc(S(=O)(=O)N2CCN(Cc3ccc4c(c3)OCO4)CC2)c(C)cc1C
21	CCCOc1ccc(C(=O)Nc2ccccc2[N+](=O)[O-])cc1
22	CC(C)COP(=O)(OCC(C)C)C(O)c1ccccc1F (centres undefined)
23	Cc1cc([N+](=O)[O-])c(NCCCCCCO)c([N+](=O)[O-])c1
24	CCNC(=S)Nc1ccc(Oc2ccccc2)cc1
assay / entry | 17 | 18 | 19 | 20 | 21 | 22 | 23 | 24
HUVEC tox IL1B | x | x | x | x | -24 | 12 | -6 | -11
LYP inh 2 | x | x | x | x | 6 | 5 | 2 | -2
Candida biofilm | 12 | 8 | -3 | 11 | x | x | x | x
DAT uptake mod | -0.14 | -1.3 | -0.037 | 0.076 | -0.69 | -0.11 | 0.015 | -2.7*
Smad3 FoxH1 inh | -1 | 2 | 3 | 3 | x | x | x | x

25	C/C(=C\C(=O)c1ccccc1)Nc1ccc(Cl)c(Br)c1
26	Cc1cc(C)cc(NC(=S)NCCN2CCOCC2)c1
27	Cc1cccc(OCC(=O)O/N=C(\N)Cc2cccs2)c1
28	O=C(N/N=C/c1cccs1)C1CC(=O)N(c2ccccc2)C1 (centres undefined)
29	Cc1ccc(C)c(NC(=S)NCCc2ccc(S(N)(=O)=O)cc2)c1
30	COc1ccc(NC2=CC(=O)CC(c3ccc(C)cc3)C2)c(OC)c1 (centres undefined)
31	C/C(=C\C(=O)c1ccc(Br)cc1)Nc1cccc(Cl)c1
32	CNC(=S)N/N=C/c1ccc(C(C)C)cc1
assay / entry | 25 | 26 | 27 | 28 | 29 | 30 | 31 | 32
HUVEC tox IL1B | -12 | -21 | -12 | 8 | 14 | -1 | 26 | -36
LYP inh 2 | 8 | 6 | 7 | -8 | 2 | -1 | 10 | 8
Candida biofilm | x | x | x | x | x | x | x | x
DAT uptake mod | -0.15 | -0.0092 | -0.13 | -0.96 | -0.22 | -0.71 | 0.93 | -0.1
Smad3 FoxH1 inh | x | x | x | x | x | x | x | x

33	O=C(Nc1ccc(OCC(F)(F)C(F)F)c(C(F)(F)F)c1)c1ccc(Cl)cc1
34	O/N=C/c1cc(Br)ccc1OCc1ccccc1F
35	COc1ccc(C2CC(c3cccs3)=NN2S(=O)(=O)c2ccc(C)cc2)cc1 (centres undefined)
36	CCNC(=S)NCc1ccc(Cl)cc1
37	Cc1cc([N+](=O)[O-])c(NC2CCCCC2)c([N+](=O)[O-])c1
assay / entry | 33 | 34 | 35 | 36 | 37
HUVEC tox IL1B | -4 | -1 | -11 | 7 | -32
LYP inh 2 | 14 | 13 | 1 | 6 | 6
Candida biofilm | x | x | x | x | x
DAT uptake mod | 0.6 | 0.92 | 1.4 | -1.3 | 0.14
Smad3 FoxH1 inh | x | x | x | x | x

Screening data deposited in PubChem BioAssay by several laboratories.

An excerpt. The share of hits here may be higher or lower than overall.
